Screening results deposited in PubChem by The Scripps Research Institute Molecular Screening Center.
ARFGAP1 inh = inhibitors of rat ARFGAP1 GAP activity, primary screen, biochemical, fluorescence polarization, GDP tracer; ADP-ribosylation factor GTPase-activating protein 1 (Rattus norvegicus), Q62848; Arfgap1-stimulated ARF1 GTP hydrolysis, GDP FP detection; inhibition, % at 16.5 µM; 360,000 compounds, 0.26% hits; AID 651572, 2012;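 active = inhibition above a per-plate limit, mean inhibition of low control wells plus 3 SD, cut at about 25% in these data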;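 also: 0% = DMSO wells with enzyme and 100% = wells lacking Arfgap1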
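Material: truncated rat Arfgap1 GAP domain; Incubation: compound-enzyme preincubation 20 min, reaction 120 min, detection 60 min, 25 °C; Read-out: percent inhibition of Arfgap1-stimulated GTP hydrolysis; Technique: FP, GDP Alexa 633 tracer displaced from anti-GDP antibody, 620/688 nm; Controls: No-Arfgap1 wells (100%) versus DMSO full-reaction wells (0%); Replication: single well per compound.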
ASAP1 inh = inhibitors of human ASAP1 ArfGAP activity, primary screen, biochemical, fluorescence polarization; Arf-GAP with SH3 domain, ANK repeat and PH domain-containing protein 1 (Homo sapiens), …; ASAP1-stimulated ARF1 GTP hydrolysis, GDP FP detection; inhibition, % at 16.5 µM; 360,000 compounds, 0.19% hits; AID 624377, 2012; in the data active = inhibition above about 25%;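 also: 0% = vehicle with enzyme and substrate and 100% = no enzyme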
ADAM10 inh = human ADAM10 inhibitors, primary screen, biochemical, QFRET, HTS | Disintegrin and metalloproteinase domain-containing protein 10 (Homo sapiens), O14672 | recombinant ADAM10, EDANS/DABCYL FRET peptide cleavage, 3 h | inhibition, % at 7 µM | 370,000 compounds, 0.62% hits | AID 720582, 2013;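 active = inhibition above a per-campaign cutoff equal to the mean of compounds falling between control-based bounds plus 3 SD, cut at about 20% in these data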;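 also: 0% = DMSO wells while the 100% control is not disclosed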
Target sequence (O14672 214-748 limits assumed): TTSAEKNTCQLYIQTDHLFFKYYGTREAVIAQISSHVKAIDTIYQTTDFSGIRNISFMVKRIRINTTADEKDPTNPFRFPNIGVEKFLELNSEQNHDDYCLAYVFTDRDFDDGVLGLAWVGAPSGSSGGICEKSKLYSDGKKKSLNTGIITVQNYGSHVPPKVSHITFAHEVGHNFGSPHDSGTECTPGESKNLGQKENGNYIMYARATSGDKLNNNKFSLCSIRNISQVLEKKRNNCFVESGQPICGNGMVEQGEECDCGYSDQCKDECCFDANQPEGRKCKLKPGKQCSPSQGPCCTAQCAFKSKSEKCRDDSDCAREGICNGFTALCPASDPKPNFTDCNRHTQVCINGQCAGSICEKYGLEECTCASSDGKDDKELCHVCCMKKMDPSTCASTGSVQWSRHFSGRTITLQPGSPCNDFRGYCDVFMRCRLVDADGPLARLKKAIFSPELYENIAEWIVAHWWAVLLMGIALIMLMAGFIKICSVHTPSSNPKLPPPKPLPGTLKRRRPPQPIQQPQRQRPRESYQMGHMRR
DDE Tn6 FP inh = inhibitors of Tn6 peptide binding to fibrin DD(E), primary screen, biochemical, fluorescence polarization, human fibrin, Tn6 probe. Fibrinogen beta chain (Homo sapiens), P02675. Fibrin DD(E) TRITC-Tn6 fluorescence polarization displacement. inhibition, % at 8.3 µM. 370,000 compounds, 0.21% hits. AID 720509, 2013;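 active = inhibition above a per-campaign cutoff: mean of compounds within control limits plus 3 SD, cut at about 15% in these data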;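 also: 0% = median of all compound wells on the plate and 100% = blocking peptide control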
Target sequence (P02675 whole entry, looked up): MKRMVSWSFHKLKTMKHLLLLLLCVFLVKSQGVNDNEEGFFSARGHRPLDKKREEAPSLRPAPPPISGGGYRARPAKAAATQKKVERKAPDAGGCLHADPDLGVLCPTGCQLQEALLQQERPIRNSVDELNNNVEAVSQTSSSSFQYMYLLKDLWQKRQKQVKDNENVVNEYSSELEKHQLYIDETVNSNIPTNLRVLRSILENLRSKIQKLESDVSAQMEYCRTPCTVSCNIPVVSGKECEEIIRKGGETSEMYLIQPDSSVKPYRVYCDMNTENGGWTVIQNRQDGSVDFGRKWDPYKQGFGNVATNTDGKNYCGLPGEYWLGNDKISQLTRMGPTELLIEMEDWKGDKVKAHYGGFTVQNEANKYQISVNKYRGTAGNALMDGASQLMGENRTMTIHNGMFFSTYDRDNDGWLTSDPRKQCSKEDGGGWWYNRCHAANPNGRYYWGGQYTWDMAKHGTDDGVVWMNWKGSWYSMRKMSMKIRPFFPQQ
TDP2 absorb = human TDP2 enzyme inhibitors, primary screen, biochemical, epi absorbance, recombinant enzyme; inhibition, % at 12.8 µM; Tyrosyl-DNA phosphodiesterase 2 (Homo sapiens), O95551; AID 720702, 2013; T5PNP hydrolysis, p-nitrophenol absorbance 415 nm; 370,000 compounds, 0.34% hits;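 active = inhibition above the mean of all tested compounds plus 3 SD, set per campaign, cut at about 25% in these data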;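 also: 0% = DMSO with enzyme and 100% = buffer with substrate but no TDP2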
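Incubation: 2 h at 37 °C; Test system: recombinant human TDP2; Quantity: enzyme 120 nM; Read-out basis: percent inhibition; Medium: 50 mM Tris-HCl pH 7.5 with Mg2+, KCl, DTT, BSA; Repeats: single replicate; Compound: 12.8 µM single point, 1% DMSO; Signal: epi absorbance; Reagent: 5 mM T5PNP chromogenic substrate; Benchmarks: no-enzyme high, DMSO-plus-enzyme low.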
PLC-gamma1 inh = PLC-gamma1 enzyme inhibitors, primary screen, biochemical, fluorescence, purified enzyme | 1-phosphatidylinositol 4,5-bisphosphate phosphodiesterase gamma-1 (Homo sapiens), P19174 | fluorogenic substrate | inhibition, % at 12.2 µM | 370,000 compounds, 0.84% hits | AID 720700, 2013; in the data active = inhibition above about 9.5%
SIAE inh = human SIAE inhibitors, primary screen, biochemical, fluorescence polarization, FP-Rh probe, 1536-well HTS. Sialate O-acetylesterase (Homo sapiens), Q9HAT2. SIAE FP-Rh probe binding. inhibition, % at 9.66 µM. 370,000 compounds, 0.69% hits. AID 1053197, 2014;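 active = inhibition above a cutoff: mean of compounds within the control limits plus 3 SD of those, cut at about 17% in these data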;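 also: 0% = plate median of compound wells and 100% = probe without SIAE protein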
PLC-beta3 inh = human PLC-beta3 inhibitors, primary screen, biochemical, fluorescence; Purified PLC-beta3, fluorogenic substrate; inhibition, % at 12.2 µM; 1-phosphatidylinositol 4,5-bisphosphate phosphodiesterase beta-3 (Homo sapiens), Q01970; 370,000 compounds, 0.18% hits; in the data active = inhibition above about 11%;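 also: 0% = median of compound wells on plate and 100% = full blocker control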
ADAM17 inh = ADAM17 inhibitors, primary screen, biochemical, QFRET. inhibition, % at 6.95 µM. recombinant ADAM17, EDANS/DABCYL FRET peptide cleavage. 370,000 compounds, 0.83% hits. AID 720648, 2013;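 active = inhibition above the mean of compounds lying between control limits plus 3 SD, set per campaign, cut at about 8.5% in these data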;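 also: 0% = DMSO-only wells as the low control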
Tn7 DDE FP = inhibitors of Tn7 peptide binding to fibrin DD(E), primary screen, biochemical, fluorescence polarization, human fibrin, Tn7 probe; Fibrinogen beta chain (Homo sapiens), P02675; FP displacement of FITC-Tn7 peptide from fibrin DD(E); 0% = median of compound wells per plate; inhibition, % at 8.3 µM; 370,000 compounds, 0.13% hits; AID 720508, 2013;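 active = inhibition above the mean of compounds falling within the control limits plus 3 SD of them, cut at about 14% in these data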;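 also: 0% = plate median of compound wells and 100% = 10 µM Aha-Tn7 peptide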
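System: human fibrin DD(E); quantity: Fibrin-DD(E) at 2 µM final; also added: fluorescent Tn7 probe at 0.1 µM; compound dosing: single nominal test concentration of 8.3 µM per compound; schedule: 10 min preincubation, 3 h with tracer, room temperature; detection: fluorescence polarization of the labelled Tn7 tracer; repeats: one replicate per compound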
Starred values were filed as active, the others as inactive; i = inactive.

Start of the data: the first 9 entries, ahead of the listing:
nr | PLC-gamma1 inh | TDP2 absorb | ARFGAP1 inh | SIAE inh | ADAM17 inh | canonical_smiles | ADAM10 inh | ASAP1 inh | Tn7 DDE FP | PLC-beta3 inh | DDE Tn6 FP inh
1 | 14.7* | -12.2 | 13.9 | -4.5 | -0.7 | O=C(CS(=O)CC(=O)Nc1cccc2c1CCCC2)Nc1ccc(F)cc1 (stereo not drawn) | -1.1 | -12.0 | 1.7 | 7.6 | -3.2
2 | 1.5 | -1.7 | -0.8 | -1.2 | -3.7 | COCCN1C[C@@H](CO)O[C@@H](n2cnc3c(N4CCCC4)ncnc32)C1 | -16.0 | -15.4 | -1.2 | -0.5 | -7.3
3 | 0.4 | 11.7 | -1.4 | -19.0 | -2.5 | O=C(COC(=O)c1cc(-c2ccccc2)nc2ccccc12)NCC1CCCO1 (stereo not drawn) | -1.9 | 10.7 | -4.7 | -6.5 | -0.1
4 | 5.5 | 8.6 | 2.1 | -1.4 | -4.5 | CC1CCc2c(nc3ncnn3c2N2CCN(c3ccccc3)CC2)C1 (stereo not drawn) | -0.2 | -10.0 | 1.9 | 7.4 | 5.6
5 | 0.0 | -2.4 | -1.0 | 0.0 | 0.9 | Cc1ccc(C(=O)NC(=S)Nc2ccc3c(c2)OCCO3)c(C)c1 | 16.4 | 10.7 | 6.3 | -1.3 | -2.8
6 | -22.4 | -10.8 | -1.3 | 7.3 | -16.5 | Cc1nc2cc(NC(=O)Nc3cccc4ccccc34)ccc2n1C | -57.9 | -1.9 | -6.0 | -24.0 | -1.9
7 | -0.4 | -13.0 | -2.7 | 7.0 | -3.6 | CCN1CCC(CN2CCNC2=S)CC1 | -11.9 | 1.6 | 7.8 | 1.5 | 9.3
8 | -4.9 | 3.8 | 1.8 | -3.1 | -3.5 | COc1ccccc1-c1nc(-c2ccccc2)[nH]c(=O)c1C#N | -2.2 | -10.8 | 2.6 | -4.3 | 4.8
9 | -35.5 | -7.7 | 10.4 | 14.7 | -0.5 | CC(=O)Nc1ccc(S(=O)(=O)NCc2ccc3c(c2)cc(C)n3C)cc1 | -18.8 | 11.9 | -0.6 | -51.3 | 61.5*

The listing, from the start:
nr | PLC-gamma1 inh | TDP2 absorb | ARFGAP1 inh | SIAE inh | ADAM17 inh | canonical_smiles | ADAM10 inh | ASAP1 inh | Tn7 DDE FP | PLC-beta3 inh | DDE Tn6 FP inh
1 | 14.7* | -12.2 | 13.9 | -4.5 | -0.7 | O=C(CS(=O)CC(=O)Nc1cccc2c1CCCC2)Nc1ccc(F)cc1 (stereo not drawn) | -1.1 | -12.0 | 1.7 | 7.6 | -3.2
2 | 1.5 | -1.7 | -0.8 | -1.2 | -3.7 | COCCN1C[C@@H](CO)O[C@@H](n2cnc3c(N4CCCC4)ncnc32)C1 | -16.0 | -15.4 | -1.2 | -0.5 | -7.3
3 | 0.4 | 11.7 | -1.4 | -19.0 | -2.5 | O=C(COC(=O)c1cc(-c2ccccc2)nc2ccccc12)NCC1CCCO1 (stereo not drawn) | -1.9 | 10.7 | -4.7 | -6.5 | -0.1
4 | 5.5 | 8.6 | 2.1 | -1.4 | -4.5 | CC1CCc2c(nc3ncnn3c2N2CCN(c3ccccc3)CC2)C1 (stereo not drawn) | -0.2 | -10.0 | 1.9 | 7.4 | 5.6
5 | 0.0 | -2.4 | -1.0 | 0.0 | 0.9 | Cc1ccc(C(=O)NC(=S)Nc2ccc3c(c2)OCCO3)c(C)c1 | 16.4 | 10.7 | 6.3 | -1.3 | -2.8
6 | -22.4 | -10.8 | -1.3 | 7.3 | -16.5 | Cc1nc2cc(NC(=O)Nc3cccc4ccccc34)ccc2n1C | -57.9 | -1.9 | -6.0 | -24.0 | -1.9
7 | -0.4 | -13.0 | -2.7 | 7.0 | -3.6 | CCN1CCC(CN2CCNC2=S)CC1 | -11.9 | 1.6 | 7.8 | 1.5 | 9.3
8 | -4.9 | 3.8 | 1.8 | -3.1 | -3.5 | COc1ccccc1-c1nc(-c2ccccc2)[nH]c(=O)c1C#N | -2.2 | -10.8 | 2.6 | -4.3 | 4.8
9 | -35.5 | -7.7 | 10.4 | 14.7 | -0.5 | CC(=O)Nc1ccc(S(=O)(=O)NCc2ccc3c(c2)cc(C)n3C)cc1 | -18.8 | 11.9 | -0.6 | -51.3 | 61.5*
10 | 4.0 | -0.6 | 2.0 | -2.2 | 1.7 | CN(C)S(=O)(=O)c1cccc(NC(=O)COC(=O)CCC(=O)c2ccc(F)cc2)c1 | -4.3 | -4.0 | -1.2 | 2.1 | -4.4
11 | -1.0 | 8.6 | 1.0 | -2.8 | -7.9 | O=C(NCCC(=O)N1CCC2(CC1)NCCc1[nH]cnc12)c1cccc(C(F)(F)F)c1 | -3.0 | 0.6 | 0.1 | -6.6 | -6.9
12 | 1.8 | -13.8 | 3.1 | -2.5 | 7.2 | COc1ccc(-c2nc(-c3ccccc3)[nH]c(=O)c2C#N)cc1 | 4.5 | -11.2 | -1.0 | 2.1 | -3.9

(cont.)
nr | PLC-gamma1 inh | TDP2 absorb | ARFGAP1 inh | SIAE inh | ADAM17 inh | canonical_smiles | ADAM10 inh | ASAP1 inh | Tn7 DDE FP | PLC-beta3 inh | DDE Tn6 FP inh
13 | -1.1 | 1.5 | -10.3 | 0.5 | 2.3 | COCC(C)n1c(COc2ccccc2F)nnc1SCC(=O)Nc1oc(C)c2c(C)n[nH]c(=O)c12 (stereo not drawn) | -8.5 | -3.2 | -1.2 | -3.6 | 7.3
14 | -2.6 | 10.8 | 3.7 | -6.4 | -0.4 | O=C(CCCN=C1NS(=O)(=O)c2ccccc21)OCc1ccccc1 | -3.6 | -9.9 | -8.7 | -2.4 | 7.6
15 | -3.2 | -7.6 | -3.1 | -96.5 | 9.0* | COc1ccc(C(=O)Nc2ccc(OCC(F)(F)C(F)F)c(C(F)(F)F)c2)cc1OC | 25.8* | 26.5* | 2.9 | -0.1 | -8.8
16 | -0.1 | 4.0 | 1.6 | -4.3 | 4.8 | O=C1N=C(N2CCOCC2)S/C1=C\c1ccc(OS(=O)(=O)c2ccccc2)cc1 | -6.3 | 11.6 | -5.7 | 1.5 | 3.7
17 | 2.8 | -2.5 | 4.5 | -2.1 | 0.7 | CC(=O)NC1C(OCc2ccccc2)OC(COC(C)=O)C(OC(C)=O)C1OC(C)=O (stereo not drawn) | 4.8 | -1.8 | -5.0 | 4.5 | 1.1
18 | 1.0 | 2.0 | 17.6 | 4.3 | -2.4 | COCc1[nH]nc2c1C(c1ccnc3ccccc13)C(C#N)=C(N)O2 (stereo not drawn) | -4.5 | 10.4 | -0.5 | 0.6 | -3.2
19 | 2.1 | -5.5 | -2.4 | -5.3 | 2.6 | CCN(CC(=O)Nc1ccc(OC)cc1)CC(=O)N1CC(=O)Nc2ccccc21 | -6.0 | 8.2 | 1.7 | -4.8 | 4.3
20 | -24.9 | 13.9 | -1.3 | -0.8 | -20.3 | O=C(c1cccc(-c2cccc3nccn23)c1)N1CCOCC1 | -63.2 | 4.9 | 9.1 | -37.5 | -0.5
21 | 1.4 | 3.7 | -2.3 | -3.0 | -1.9 | CCc1cc(C(=O)Nc2cc(S(=O)(=O)N(C)C)ccc2C)sc1C | 3.4 | 0.4 | 0.6 | -4.9 | -1.2
22 | i | 7.5 | 4.2 | -24.5 | i | Nc1c(S(=O)(=O)c2ccccc2)c2nc3ccccc3nc2n1Cc1ccco1 | i | 15.4 | 6.6 | i | -2.1
23 | 2.7 | -6.3 | -1.3 | 2.4 | -2.9 | O=C(O)CSc1ccc2ccccc2n1 | 8.6 | -3.5 | 2.0 | -0.1 | 4.3
24 | 1.4 | -2.2 | 0.8 | -6.3 | -4.0 | COc1ccccc1C(=O)NCCNC(=O)c1ccco1 | -3.7 | 1.1 | 5.1 | -0.3 | 5.5

Reformatted: results already given.
Second line of a record – PLC-gamma1 inh, TDP2 absorb, ARFGAP1 inh, SIAE inh, ADAM17 inh, ADAM10 inh, ASAP1 inh, Tn7 DDE FP, PLC-beta3 inh, DDE Tn6 FP inh
[7] CCN1CCC(CN2CCNC2=S)CC1
 : -0.4, -13.0, -2.7, 7.0, -3.6, -11.9, 1.6, 7.8, 1.5, 9.3
[8] COc1ccccc1-c1nc(-c2ccccc2)[nH]c(=O)c1C#N
 : -4.9, 3.8, 1.8, -3.1, -3.5, -2.2, -10.8, 2.6, -4.3, 4.8
